MEKK2 WT-MEK5: modulators of MEK5 binding to wildtype MEKK2, primary screen, biochemical, multiplex bead flow cytometry, Alexa488-MEK5. Alexa488-MEK5 binding to MEKK2 WT; actives lie on both sides. binding response (% of control), % at 10 µM. hit rate 1.1% among 290,000. AID 1531, 2009; in the data active = binding response below about 67% or above about 130%
GalR3 antag: GalR3 antagonists in HEK293 cells, primary screen, cell-based, fluorescence readout. Galanin receptor type 3 (Homo sapiens), O60755. hit rate 0.44% among 360,000. HEK293 GalR3-CNG cAMP membrane potential fluorescence; galR3 body fused to GalR1 C-terminus. inhibition, % at 3 µM. AID 651719, 2012;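 active = inhibition above the screen-wide average plus 3 SD, cut at about 13% in these data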;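 note: forskolin and galanin both at EC90 stimulate the cells; cAMP rise reported by CNG channel membrane potential dye signal; 0% = forskolin plus galanin with DMSO and 100% = forskolin alone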
OXTR ag: human OXTR agonists, primary screen, fluorescence, CHO-OTR cells, Fluo-8 calcium | Oxytocin receptor (Homo sapiens), P30559 | Fluo-8 calcium fluorescence; normalized: DMSO 0%, oxytocin 100% | activation, % at 3 µM | hit rate 0.32% among 320,000 | AID 2435, 2010;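 active = activation above the mean of all tested compounds plus 3 SD, cutoff set per screening run, cut at about 20% in these data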;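 note: peak over basal fluorescence ratio from a 100 s FLIPR kinetic read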
V1R ag counter: agonists of human V1a receptor, primary screen, counter-screen for OXTR agonist project, fluorescence, CHO-V1R cells; Vasopressin V1a receptor (Homo sapiens), P37288; Fluo-8 calcium fluorescence, agonist mode; 0% DMSO, 100% 3 nM vasopressin; activation, % at 3 µM; hit rate 0.25% among 320,000; AID 2797, 2010;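 active = activation above the mean activation of all tested compounds plus 3 SD, per screening run, cut at about 20% in these data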;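 note: signal is peak over basal fluorescence ratio across a 100 second FLIPR read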
GPR7 antag: GPR7 receptor antagonists, primary screen, cell-based, fluorescence, single concentration. Neuropeptides B/W receptor type 1 (Homo sapiens), P48145. GPR7-expressing cells, fluorescence antagonist assay. inhibition, % at 4.4 µM. hit rate 1.1% among 290,000. AID 1861, 2009; in the data active = inhibition above about 16%, passing the limit was not always enough;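 note: cells stimulated with the agonist NPW; 0% = agonist with vehicle and 100% = vehicle without agonist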
Target sequence (P48145 whole entry, looked up): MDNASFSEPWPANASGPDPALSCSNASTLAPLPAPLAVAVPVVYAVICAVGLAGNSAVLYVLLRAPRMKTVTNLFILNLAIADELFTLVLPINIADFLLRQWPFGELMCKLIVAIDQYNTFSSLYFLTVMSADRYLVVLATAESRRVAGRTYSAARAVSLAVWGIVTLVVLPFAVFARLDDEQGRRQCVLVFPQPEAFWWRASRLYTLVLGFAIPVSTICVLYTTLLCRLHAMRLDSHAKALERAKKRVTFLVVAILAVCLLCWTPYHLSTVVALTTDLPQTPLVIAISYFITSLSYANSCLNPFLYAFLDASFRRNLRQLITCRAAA
NALP1 yeast inh: NALP1 inflammasome inhibitors in reconstituted yeast, colorimetric, S. cerevisiae, triplicate retest; hit rate 0.61% among 280,000; inhibition, % at 10 µM; S. cerevisiae NALP1/ASC/caspase-1 growth, X-gal OD620, 72 h; AID 2071, 2009; in the data active = inhibition mostly above about 24%, no sharp cut-off; inactive = mostly below about 32%; note: some compounds called inactive have numbers as strong as hits
PHOSPHO1 inh: PubChem AID 1565; Phosphoethanolamine/phosphocholine phosphatase (Homo sapiens), Q8TCT1; recombinant PHOSPHO1, absorbance phosphatase assay; inhibition, % at 13.3 µM; hit rate 1.1% among 290,000; in the data active = inhibition above about 60%
MEKK2mut PB1 HTS: MEK5 binding signal on mutant MEKK2 PB1, primary screen, biochemical, multiplex bead flow cytometry, Alexa488-MEK5. Alexa488-MEK5 binding to MEKK2 mutant. percent response, % at 10 µM. hit rate 0.35% among 290,000. AID 1530, 2009; in the data active = percent response above about 24%, passing the limit was not always enough; note: inactives centre near 1; some results filed as inactive read as strong as hits; reference of the scale not given here
MEKK3 PB1 HTS: modulators of MEKK3-MEK5 PB1 binding, primary screen, biochemical, wildtype MEKK3, multiplex bead flow cytometry, Alexa488-MEK5; bead-based flow cytometry, Alexa488-MEK5 binding to MEKK3; actives lie on both sides; 0 = blocked by unlabeled MEK5, 100 = vehicle; hit rate 1.4% among 290,000; binding response (% of control), % at 10 µM; AID 1529, 2009; Mitogen-activated protein kinase kinase kinase 3 (Homo sapiens), Q99759;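 active = binding response more than 3 SD above or below the average of its plate-row segment, actives on both sides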;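 note: Alexa488 bead fluorescence after subtracting the streptavidin-only scavenger bead signal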
Target sequence (Q99759 whole entry, looked up): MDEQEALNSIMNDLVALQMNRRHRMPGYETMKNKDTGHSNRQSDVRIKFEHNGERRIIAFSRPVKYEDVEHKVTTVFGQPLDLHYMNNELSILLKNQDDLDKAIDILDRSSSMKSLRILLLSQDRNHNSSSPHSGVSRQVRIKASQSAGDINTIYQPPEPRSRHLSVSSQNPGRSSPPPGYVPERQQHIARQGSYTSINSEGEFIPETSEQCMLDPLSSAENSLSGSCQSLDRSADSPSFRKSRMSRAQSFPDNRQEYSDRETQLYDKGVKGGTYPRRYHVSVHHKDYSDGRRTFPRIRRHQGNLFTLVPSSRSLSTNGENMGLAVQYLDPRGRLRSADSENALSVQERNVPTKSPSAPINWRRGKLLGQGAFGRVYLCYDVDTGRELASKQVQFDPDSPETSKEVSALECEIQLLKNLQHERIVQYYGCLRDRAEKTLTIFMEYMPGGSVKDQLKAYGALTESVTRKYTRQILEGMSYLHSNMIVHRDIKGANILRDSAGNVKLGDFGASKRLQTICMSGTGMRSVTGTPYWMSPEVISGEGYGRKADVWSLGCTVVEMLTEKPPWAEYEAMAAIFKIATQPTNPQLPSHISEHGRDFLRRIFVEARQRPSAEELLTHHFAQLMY
* marks the source's active call; other numbers are inactive results; . = no result given.

SMILES	MEKK2 WT-MEK5	GalR3 antag	OXTR ag	V1R ag counter	GPR7 antag	NALP1 yeast inh	PHOSPHO1 inh	MEKK2mut PB1 HTS	MEKK3 PB1 HTS
CCOC(=O)C1C(=O)NC(SC)=C(C#N)C1c1ccccc1F (configuration not stated)	102	-5	-0.1	-1.1	-3	-4	1	0	102
CN1CCN(C(=O)C2CCC(=O)N(Cc3cccc(C(F)(F)F)c3)C2)CC1 (configuration not stated)	107	0	0.3	0.4	-10	32*	45	6	104
Cc1ccc(NC(N)=S)cc1C	129	-2	-0.2	-1.1	-3	1	8	14	102
COc1ccc(Nc2ccc(S(=O)(=O)N3CCCCC3)cc2[N+](=O)[O-])cc1	92	-2	1.8	1.1	1	37	-1	-1	92
COc1ccc(CNC(=O)[C@H](C)NC(=O)C2CCN(S(=O)(=O)c3ccc(F)cc3)CC2)cc1	100	-7	-2.7	-1.5	-9	11	45	2	100
COc1ccc(NC(=O)/C(C#N)=C/C=C/c2ccco2)cc1	101	-5	-1.9	0.4	7	11	2	1	96
Cc1nc(NC(=S)NC(=O)COc2ccccc2Cl)ccc1Br	102	-2	-0.2	0.2	-8	-1	-14	3	106
CCCCCCOc1ccc(C(CC(N)=O)C(=O)O)cc1 (configuration not stated)	96	-4	0.0	2.0	-2	9	16	-12	103
O=C(Nc1ccc(OC(=O)c2cccnc2)cc1)c1cccnc1	111	-2	-0.4	0.4	-3	9	22	5	108
C/C(=N\N1CCN(C2c3ccccc3-c3ccccc32)CC1)c1ccco1	101	-2	-0.3	0.6	-9	19	9	2	103
Cc1ccc(NC(=O)CCN2CC(C)OC(C)C2)cc1 (configuration not stated)	109	-2	-0.6	0.3	-18	8	44	1	107
COc1ccc(CNC(=O)C2CCN(S(=O)(=O)c3ccc4nc5c(c(C(=O)O)c4c3)CC(C)CC5)CC2)cc1 (configuration not stated)	100	-6	-0.5	0.2	-4	2	48	2	102
O=C(Cc1ccc(-n2cccc2)cc1)NCc1cccs1	108	-4	-1.1	0.2	19	6	14	8	109
CCCCNC(=O)CCC(=O)Nc1ncc(-c2ccc(C)cc2)n1C	85	-2	-1.5	-1.1	4	-6	3	-7	86
COc1ccc(/C=N\NC(=O)CNC(=O)C(c2ccccc2)c2ccccc2)cc1[N+](=O)[O-]	104	-2	0.1	-0.4	0	29	10	0	143*
CCCn1c(C)cc(/C=C(\C#N)C(=O)OCC(=O)NC(=O)NCC)c1C	101	-3	-0.6	0.3	14	3	-4	-1	108
COc1ccc(C(=O)c2ccc(Cl)cc2)c2ccccc12	98	1	0.0	1.4	0	2	14	-9	92
CC(C)Oc1ccc(CCNC(=O)CC2C(=O)NCCN2C)cc1 (configuration not stated)	113	-1	-0.4	0.0	2	.	3	2	108
CCOC(=O)CSc1ncc(-c2ccc([N+](=O)[O-])cc2)[nH]1	105	2	0.5	0.5	-3	34	3	1	134*
CC(C)(C)C(=O)COC(=O)c1ccc(O)cc1	102	-2	4.8	1.8	-23	-71	-1	7	100
CS(=O)(=O)N1CCN(c2ccc([N+](=O)[O-])c(NCCN3CCOCC3)c2)CC1	.	-4	-1.3	-1.0	-6	5	-13	.	.
Cc1c(Cl)cccc1-c1ccc(C(=O)N2CCN(c3ccc([N+](=O)[O-])cc3)CC2)o1	103	-3	-0.6	0.0	-8	6	32	5	105
CCOc1cc(/C=N/Nc2nc(=O)[nH]nc2C)ccc1O	95	-6	-0.7	0.6	-3	-24	23	-2	104
CN(C)C(/C=C/Nc1ccc([N+](=O)[O-])cc1)=C(C#N)C#N	111	-3	1.0	0.8	-8	-3	36	-1	120
CCOC(=O)C1CCCCN1Cc1cc(Cl)ccc1O (configuration not stated)	104	-5	-1.3	-1.7	2	5	-2	5	103
Cc1ccc(-c2nc(-c3ccccn3)no2)cc1	103	0	-2.2	-0.8	5	12	8	10	109
CCOC(=O)c1c(C)n(-c2ccc(C)cc2)c2ccc(OCC(O)CN3CCN(C)CC3)cc12 (configuration not stated)	289*	-8	.	.	3	14	-21	104*	104
O=C(COC(=O)c1cnccn1)c1ccccc1	.	5	.	.	0	3	14	.	.
COCCN1CCn2c(nc3cc(Nc4nnc(C)c5ccccc45)ccc32)C1	85	-3	0.1	-0.3	-7	.	15	1	96
COc1ccc(-n2c(SCC(=O)Nc3cccc(S(N)(=O)=O)c3)nc3ccccc3c2=O)cc1OC	98	-2	1.0	1.0	-19	-9	8	-4	99
Cc1nc(Nc2ccccc2O)c2oc3ccccc3c2n1	108	-11	.	.	-10	12	15	12	108
CCCCCC(=O)Nc1cccc(C2=NOC3(C2)C[C@@H](C(N)=O)N(C(=O)c2cc([N+](=O)[O-])cc([N+](=O)[O-])c2C)C3)c1 (some centres not stated)	90	1	-0.1	0.2	.	5	4	7	90
Cc1ccccc1CNC(=O)C1CCC(=O)N(C2CCCCCC2)C1 (configuration not stated)	106	0	-0.3	0.5	-2	3	43	6	103
COc1ccccc1Nc1ncccc1C(=O)NCc1ccccc1	101	-1	3.2	2.4	-10	32	11	1	100
C=CCNC(=O)c1cccc(C(F)(F)F)c1	109	-6	0.1	-0.4	11	-1	13	8	111
COc1ccc(CN2CCNC(=O)C2CC(=O)N(C)CCC2CCOCC2)cc1OC (configuration not stated)	106	3	0.5	1.4	-14	5	17	4	103
CC1(C(=O)OCc2cc(=O)n3cc(Br)ccc3n2)CC1(Cl)Cl (configuration not stated)	57	3	2.6	3.8	11	5	20	-17	55
Cc1ccc(NC(=O)CSc2ccc(-c3ccco3)nn2)c(C)c1	92	-6	-0.4	-0.5	-10	16	11	-10	102
O=C(NCc1cccnc1)c1cn(-c2ccccc2)nc1-c1cccs1	103	-2	3.4	2.6	12	6	-16	2	103
C[C@H](NC(=O)c1ccccc1Cl)C(=O)OCCOc1cccc(Cl)c1	99	-3	-0.9	1.7	-3	-4	27	-1	110
CCc1nc2ccccc2c(C(=O)Nc2cccc(C)c2)c1C	98	-9	-0.8	-0.9	21	19	49	-9	99
Cc1cc2c(cc1C)[n+](C)cn2CC(O)COCc1ccccc1 (configuration not stated)	96	-6	0.3	0.4	-13	29	0	0	94
O=C(O)C1=C[C@@H](c2coc3ccccc3c2=O)C[C@@H](OCCCCO)O1	100	-5	-0.6	-0.5	-11	6	18	3	96
COc1c(Cl)cccc1-c1cn2ccc(C)cc2n1	105	-6	-3.0	-1.1	6	.	-7	10	104
COc1ccc(CCNC(=O)C/C(C)=N/NC(=O)C(c2ccccc2)c2ccccc2)cc1OC	105	-7	0.1	-0.3	-24	.	22	3	102
CCCOc1ccc(C(=O)NCc2ccco2)cc1	106	-3	-1.5	-1.1	-7	-2	26	1	105
CC(C)Cn1c(=O)c2ccccc2n2c(CCC(=O)NC3CCN(Cc4ccccc4)CC3)nnc12	103	-9	-1.2	-0.7	-2	15	36	5	100
Cn1c(-c2ccccc2[N+](=O)[O-])[n+](C)c2ccccc21	100	-6	-0.1	0.6	-5	31	36	2	104
O=C(NNc1c(Cl)cccc1Cl)C1CCC1	93	-5	-0.6	-0.2	-15	.	46	-22	90
CNC(=S)N1N=C(c2ccc(Br)cc2)CC1c1ccc(Br)cc1 (configuration not stated)	92	-5	0.5	0.2	1	1	21	0	101
CN(C)S(=O)(=O)c1cccc(NC(=S)NCc2ccc3c(c2)OCO3)c1	101	-3	5.3	7.5	5	7	-23	0	97
CS(=O)(=O)Nc1ccc(C2=NN(C(=O)C3CCCCC3)C(c3cccs3)C2)cc1 (configuration not stated)	83	-9	-2.4	-1.4	-7	38	7	-2	100
CCCC(=O)NC(=S)Nc1cccc(NC(=O)c2ccccc2)c1	100	-1	-2.1	-1.1	10	13	51	6	117
CC(CCc1ccccc1)NC(=O)c1ccc(Br)cc1 (configuration not stated)	103	-9	.	.	-10	4	45	6	104
COC(=O)c1[nH]c2ccc(F)cc2c1NS(=O)(=O)c1ccc(F)c(C)c1	98	-3	0.1	1.8	-3	23	-7	-3	96
CC(Cc1c[nH]c2ccccc12)C(=O)N1CCN(c2ccccc2F)CC1 (configuration not stated)	104	-9	1.1	2.1	-2	3	33	6	102
CCOc1ccc(S(=O)(=O)Nc2ccc(C(=O)NCC(c3ccco3)N(C)C)cc2)cc1 (configuration not stated)	110	0	3.3	4.1	12	17	.	7	100
COc1ccc(-c2nnc(SCC(=O)N(Cc3ccccc3)C(C)(C)C)o2)cc1OC	91	-2	0.5	1.6	6	8	-8	-4	97
Nc1nnc(Sc2ccc(Cl)cc2[N+](=O)[O-])s1	87	-2	0.6	0.1	20	17	-2	-5	100
COc1cccc2cc(C(C)N(CCCN3CCOCC3)C(=O)Nc3ccc(Cl)cc3)oc12 (configuration not stated)	105	0	-1.9	-0.6	-11	6	28	4	100
Further records
SMILES	MEKK2 WT-MEK5	GalR3 antag	OXTR ag	V1R ag counter	GPR7 antag	NALP1 yeast inh	PHOSPHO1 inh	MEKK2mut PB1 HTS	MEKK3 PB1 HTS
COc1ccccc1CC(=O)NCCN1CCCCC1	107	-5	-0.2	0.3	-19	0	25	9	101
Cc1cc(=O)[nH]c2c1cnn2C(C)c1ccccc1 (configuration not stated)	105	-9	-0.6	-1.2	7	-4	-6	6	102
CSCCC(NC(=O)c1cncc(Br)c1)C(=O)O (configuration not stated)	107	-7	0.8	0.2	-11	31	12	7	100
O=C(C1CCC(=O)N1C1CCCCC1)N1CCN(c2ccc(F)cc2)CC1 (configuration not stated)	105	-5	0.5	0.7	-14	9	2	7	109
Cc1c(C)n(Cc2ccccc2)c2ncnc(NCCO)c12	106	-10	0.7	1.2	5	12	24	1	102
CCN(CC(=O)Nc1ccc(NC(C)=O)cc1)C(=O)C(c1ccccc1)c1ccccc1	105	-4	0.3	0.1	2	16	-1	0	131*
CS(=O)(=O)N(CC(=O)N1CCOCC1)c1cccc(F)c1	93	-8	-0.4	0.8	4	30	36	-3	91
Cc1cccc2sc(NC(=O)CNS(=O)(=O)c3ccc(Br)s3)nc12	100	-6	0.0	2.5	-6	10	15	0	100
COc1ccc(Cl)cc1NC(=O)CSc1nnc(COc2ccccc2)n1C	96	5	5.5	5.3	3	5	-8	1	97
CCOC(=O)CC(=O)CSc1nc(CC)c(C)cc1C#N	90	-1	0.4	0.9	-11	-7	16	-13	92

Screening data (PubChem BioAssay)
